PL biosyn Enam = blocks phospholipid synthesis in CHO cells, Enamine compounds; calls only at 10 µM; ZR-82 CHO cells, pyrene fatty acid UV survival, CellTiter Blue; peroxisome-deficient CHO-K1 mutant line; plus DGAT-1, DGAT-2 and ACAT inhibitors; 20,000 tested, 0.4% active; AID 1347385;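 active = cell survival signal 2 SD away from solvent-only control wells, confirmed on one or two retests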;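 note: 3 h compound exposure then viability read about one day after UV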
Calls only; i = inactive; + = active, no number.

structure,PL biosyn Enam
Nc1nc(SCC(=O)NCc2ccco2)n[nH]1,i
CCOC(=O)C1=C(COC(=O)Cc2ccsc2)NC(=O)NC1C (stereo not drawn),i
Cc1nc2ccccn2c1P(=O)(N1CCCCC1)N1CCCCC1,i
COc1ccc(Br)cc1S(=O)(=O)N1CCCC1,i
CC1CC1C(=O)Nc1sc2c(c1C(=O)O)CCC2 (stereo not drawn),i
Cc1cc(C)c(C2=CSC3=NS(=O)(=O)CCN23)c(C)c1,i
CN=c1scc(-c2ccccc2F)n1/N=C/c1ccccc1F,+
Cc1sc2ncn(CC(=O)c3cc(C)n(CC(F)(F)F)c3C)c(=O)c2c1C,i
Fc1ccc(-c2cn3cc(Br)ccc3n2)cc1F,i
O=[N+]([O-])c1cccc(CN2c3cccc4cccc(c34)S2(=O)=O)c1,i
Cc1ccc(S(=O)(=O)[N-]c2nc3ccccc3nc2-[n+]2ccc(-c3ccncc3)cc2)cc1,i
Cc1cc(C[P+](c2ccccc2)(c2ccccc2)c2ccccc2)c(C)c2ccccc12,i
Cc1cc(C)c(S(=O)(=O)NCc2ccc3c(c2)OCO3)c(C)c1Br,i
CC(NC(=O)c1ccco1)C(=O)Nc1nncs1 (stereo not drawn),i
CC(C)(C)C1CCC(OCC(O)CN2CCOCC2)CC1 (stereo not drawn),i

More results follow:
structure,PL biosyn Enam
O=C(CN1CSCC1=O)Nc1nnc(C2CC2)s1,i
O=C1C(=O)N(Cc2cc(=O)n3ccsc3n2)C(=O)N1CCC1=CCCCC1,i
COc1ccc(-c2nnc(-c3cc(OC)c(OC)c(OC)c3)o2)cc1OC,i
CN1CCN(S(=O)(=O)c2ccc(SCc3cc4c(cc3Br)OCO4)nc2)CC1,i
Brc1ccc(Nc2ncnc3nc[nH]c23)cc1,i
CC(C)(C)C(=O)COC(=O)CCC(=O)c1cccs1,i
Cc1ccc(CSc2nnc(-c3ccc4c(c3)OCO4)o2)cc1,i
Cc1ncc(C[n+]2cccc3ccccc32)c(N)n1,i
NC1=NC(c2cc(Br)cs2)n2c(nc3ccccc32)N1 (stereo not drawn),i
Cc1csc(N=CN2CCOCC2)n1,i
C/C(CC(C)C)=N\Nc1ccc(S(N)(=O)=O)cc1[N+](=O)[O-],i
Clc1ccc(-c2noc(CSc3nnc(-c4ccc(Cl)cc4)n3CC3CCCO3)n2)cc1 (stereo not drawn),i
CCN1CCN(C(=S)N=P(c2ccccc2)(c2ccccc2)c2cccn2C)CC1,i
Cc1sc2c(c1C)C1=NS(=O)(=O)CCN1C=N2,i
Nc1nc(CN2CCCCC2)cs1,i

Later entries:
structure,PL biosyn Enam
O=C1c2ccccc2S(=O)(=O)N1Cc1cc(=O)n2cc(Br)ccc2n1,i
COCCn1c(-c2cc(OC)ccc2OC)csc1=Nc1ccc(OC)cc1,i
Cc1ccc(C)c(C2C3=C(CC(C)(C)CC3=O)Nc3nc(-c4cccnc4)nn32)c1 (stereo not drawn),i
CCCCCC(C)NC(=O)C(NC(=O)c1ccco1)C(C)C (stereo not drawn),i
c1ccc(Cn2c[n+](Cc3ccccc3)cn2)cc1,i
O=C(O)CSc1nnc(NC2CCCCC2)s1,i
CSCCSc1nc2sc3c(c2c(=O)n1CC1CCCO1)CCC(C)C3 (stereo not drawn),i
Cc1sc2nc(-c3cccs3)nc(-n3ccnc3)c2c1C,i
CCOC(=O)c1cc2c(=O)[nH]c(C(Cl)(Cl)Cl)nc2o1,i
c1ccc(-n2nnnc2CSc2nc(C3CC3)n(-c3ccccc3)n2)cc1,i
Fc1cc(Br)ccc1N=Cc1ccco1,i
O=C1NC2(CCCC2)C(=O)N1CCCC(=O)N1CCc2ccccc21,i
COc1ccc(NS(C)(=O)=O)cc1NS(=O)(=O)c1ccc(F)cc1,i
CC(NC(=O)COC(=O)C1CC1)C12CC3CC(CC(C3)C1)C2 (stereo not drawn),i
O=C(Nc1ccc2c(c1)OCO2)C1=CN2CCS(=O)(=O)N=C2C=C1,i

(further entries)
structure,PL biosyn Enam
Cc1sc2nc(CN3CCN(Cc4cc(=O)n5cccc(C)c5n4)CC3)[nH]c(=O)c2c1C,i
CC(C)(C)NC(=O)NC(=O)COC(=O)Cn1cc(I)c(=O)c(I)c1,i
NC(N)=N/N=C/c1ccccc1C(F)(F)F,i
O=C(O)c1c(-n2cccc2)sc2c1CCCC2,i
O=[N+]([O-])c1cc(S(=O)(=O)NC2=NCCCCC2)ccc1Cl,i
CCOC(=O)N1CCN(Cn2ncn(C)c2=S)CC1,i
CN(Cc1ccco1)c1ncnc2sccc12,i
COc1cc(OC)c(OC)cc1/C=N/N1CCN(C2c3ccccc3-c3ccccc32)CC1,i
CCOc1ccc(OCC)c(-c2c[n+](=O)c3c(n2[O-])CCCC3)c1,i
Cc1cc(-c2nnc(CSc3nnnn3Cc3cccs3)o2)c(C)o1,i
CC(C)CN(C(=O)CN(C)C1CCCCC1)c1c(N)n(CC(C)C)c(=O)[nH]c1=O,i
Cn1c(SCc2ccc(Br)cc2F)nnc1-c1cccnc1,i
C/C(=N\n1c(-c2ccc(Br)cc2)csc1=NCc1ccccc1)c1ccc2c(c1)OCO2,i
C(=C\c1ccccc1)/CSc1nc2ccccc2o1,i
O=[N+]([O-])c1ccc2nc3c4ccccc4c4ccccc4c3nc2c1,i

Among those listed so far, three have a tert-butyl group:
structure,PL biosyn Enam
CC(C)(C)C1CCC(OCC(O)CN2CCOCC2)CC1 (stereo not drawn),i
CC(C)(C)C(=O)COC(=O)CCC(=O)c1cccs1,i
CC(C)(C)NC(=O)NC(=O)COC(=O)Cn1cc(I)c(=O)c(I)c1,i

Additional entries:
structure,PL biosyn Enam
NC(=O)NC(=O)CSC1CCCC1,i
Oc1c(N=Nc2nc3ccccc3[nH]2)c2cccc3c2n1CCC3,i
O=C(Oc1ccc2c(c1)OCO2)c1cc2c(s1)CCC2,i
O=C(O)c1c(-n2cccc2)sc2c1CCSC2,i
CCOC(=O)c1[nH]c(C)c(C(=O)OCC(=O)N(C)C2CCS(=O)(=O)C2)c1C (stereo not drawn),i
CC[n+]1ccn(-c2nc3ccccc3nc2[N-]S(=O)(=O)c2cccc([N+](=O)[O-])c2)c1,i
Nc1nc(CSc2ncccn2)nc(Nc2ccc(F)cc2)n1,i
COc1ccc2c(c1OC)C(=O)N(c1ncn[nH]1)C2,i
CCCCNC(=S)N(C)/N=C/c1sccc1C,i
CCC1(C)NC(=O)N(CC(=O)O)C1=O (stereo not drawn),i
C=CCN1CC2=C(C1=O)C(c1ccc(Br)cc1)NC(=O)N2 (stereo not drawn),i
Cc1cc(C)c(-c2csc(=Nc3ccccc3C(C)C)n2C2CC2)cc1C,i
CC(C)CCC1(C)NC(=O)N(CC(=O)/C=C2/N(C)c3ccccc3C2(C)C)C1=O (stereo not drawn),i
CCCSc1nc2c(c(=O)[nH]1)C(c1sccc1C)C(C(=O)OC(C)C)=C(C)N2 (stereo not drawn),i
Cc1nc(N2CCCC(O)C2)c2c3c(sc2n1)CC(C)CC3 (stereo not drawn),i

Further results.
structure,PL biosyn Enam
Cc1ccc(C2=CSC3=NS(=O)(=O)CCN23)cc1C,i
Nc1[nH]c(=S)nc2sc3c(c12)CCCCC3,i
COC(=O)c1sc2nc(/C=C/c3ccsc3)[nH]c(=O)c2c1C,i
CCCCCOc1ccc(CO[C@@H]2[C@H]3OC(C)(C)O[C@H]3O[C@@H]2C(O)CO)cc1 (stereo partly drawn),i
CC1=NN(c2ccccc2)C(=O)/C1=C\C=C1/N(C)c2ccccc2C1(C)C,i
CCCn1c(=O)n(C)c(=O)c2c(SCC3CCCCO3)nc(CC(C)C)nc21 (stereo not drawn),i
C=CCn1c(CCCOc2ccc(Cl)cc2Cl)n[nH]c1=S,i
OC(Cc1ccc2ccccc2n1)C(Cl)(Cl)Cl (stereo not drawn),i
O=c1c2c3c(sc2[nH]c(=S)n1CC1CCCO1)CCC3 (stereo not drawn),i
Clc1c(-c2nnco2)sc2ccccc12,i
O=C(CN1CCCCCC1=O)N1CCN(Cc2ccc(Cl)s2)CC1,i
O=C1OCCC1Sc1nc2sc3c(c2c(=O)[nH]1)CCC3 (stereo not drawn),i
C=CC[n+]1cccnc1N,i
CSc1ccc(/C=N/n2c(-c3ccc(C)cc3)n[nH]c2=S)cc1,i
CN(C)C(=S)Nc1ccc(SC(F)F)cc1,i

Next records
structure,PL biosyn Enam
COC1CCCCC1NS(=O)(=O)c1ccc(Cl)cc1 (stereo not drawn),i
COCc1nc(OC)c2c(C)c(C(=O)O)sc2n1,i
CCc1nn2c(=O)cc(CSc3nnnn3C3CC3)nc2s1,i
O=C(NCN1CCN(CCO)CC1)c1cnccn1,i
CCN(CC)S(=O)(=O)c1ccc(=O)n(CC(=O)Nc2nnc(C3CC3)s2)c1,i
NC1=NC(c2c(Cl)cccc2Cl)n2c(nc3ccccc32)N1 (stereo not drawn),i
Oc1ccc2oc3c(c2c1/C=N/n1cnnc1)CCCC3,i
Cc1sc2nc(C(C)N3CC(C)CC(C)C3)[nH]c(=O)c2c1C (stereo not drawn),i
Cn1c(C2=C(O)CN(CCc3ccccc3)C2=N)[n+](C)c2ccccc21,i
Fc1ccc(Br)cc1/C=N/n1c(-c2ccccc2)n[nH]c1=S,i
CC(C)CN(CC(C)C)C(=O)CN1C(=O)NC2(CCCCCC2)C1=O,i
Cn1c(=O)c2c(ncn2Cc2cc3c(cc2Br)OCO3)n(C)c1=O,i
Cc1nn(-c2ccccc2)c(C)c1[P+](C)(N(C)C)N(C)C,i
OC1(c2cccs2)C[N+]2=C(SCC2)N1c1ccccc1 (stereo not drawn),i
CCOc1ccc(OCC)c(-c2c(C)n([O-])c3c([n+]2=O)CCC3)c1,i

(more compounds)
| SMILES | PL biosyn Enam |
| --- | --- |
| Clc1ccc(C2Nc3ccccc3-c3nc4ccccc4n32)cc1 (stereo not drawn) | i |
| Cc1ccc(-c2csc3nc(C)n(-n4cccc4)c(=O)c23)o1 | i |
| O=C(O)c1ccccc1-n1c(-c2ccccc2)c[n+]2c1CCc1ccccc1-2 | i |
| CN1CCN(c2nc(-c3cccs3)cs2)CC1 | i |
| CCCCn1c(N)c(N(CCC(C)C)C(=O)CSc2n[nH]c(N)n2)c(=O)[nH]c1=O | i |
| OC(CN1CCN(c2ccccc2)CC1)Cn1c2ccc(I)cc2c2cc(I)ccc21 (stereo not drawn) | i |
| O=c1cc(COc2ncnc3sc4c(c23)CCCC4)nc2ccc(Br)cn12 | i |
| O=C(CN1C(=O)S/C(=C/c2ccc(Br)o2)C1=O)N1CCCCCC1 | i |
| COc1cc(-c2n(C)c3ccccc3[n+]2C)cc(OC)c1OC | i |
| O=C(O)/C=C/C(=O)NCCC1=CCCCC1 | i |
| S=c1n(/N=C/c2ccc(Br)cc2)cnn1Cc1ccccc1Cl | i |
| c1ccc(N=c2scc(-c3ccccc3)n2CC2CCCO2)cc1 (stereo not drawn) | i |
| C=CCNC(=O)/C=C/c1cccs1 | i |
| c1csc(-c2nc(N3CCOCC3)c3c4c(sc3n2)CCC4)c1 | i |
| Cc1n[nH]c(C)c1S(=O)(=O)Nc1nc2ccccc2nc1N1CCCC1 | i |

The listing continues.
| SMILES | PL biosyn Enam |
| --- | --- |
| CCc1sc(-c2nnc(CSc3nnc(-c4ccco4)o3)o2)cc1C | i |
| O=C1CCCC/C1=C\N1CCOCC1 | i |
| CSC1=NC(C(Cl)(Cl)Cl)N=C(c2ccc(C)cc2)N1 (stereo not drawn) | i |
| Cc1cc(C(=O)O)on1 | i |
| Nc1c(S(=O)(=O)c2ccc(F)cc2)c2nc3ccccc3nc2n1CCc1ccccc1 | i |
| c1ccc(Cc2ccc(Oc3nc(-c4ccccc4)nc4ccccc34)cc2)cc1 | i |
| CC(C)n1c(C(O)c2cc(C(C)(C)C)c(O)c(C(C)(C)C)c2)nc2ccccc21 (stereo not drawn) | i |
| O=C1c2cc(S(=O)(=O)N(CCO)CCO)ccc2-c2ccc(S(=O)(=O)N(CCO)CCO)cc21 | i |
| COc1cc2c(cc1NC(=S)NCCN(C)C)oc1ccccc12 | i |
| Brc1cccc(-c2nnc(SCc3ncc(-c4ccccc4)o3)o2)c1 | i |
| CC1CCC(C(C)C)C(OC(=O)Cn2cnc3c2c(=O)n(C)c(=O)n3C)C1 (stereo not drawn) | i |
| O=c1ccnc(SCc2cn3cccnc3n2)[nH]1 | i |
| CN1CCN(S(=O)(=O)c2ccc3c(c2)Cc2cc(S(=O)(=O)N4CCN(C)CC4)ccc2-3)CC1 | i |
| Cc1oc2c3c(ccc2c(=O)c1-c1ccc2c(c1)OCCO2)OCO3 | i |
| Cc1nn(C)c(C)c1C(=O)C(N)=O | i |

Next entries follow.
| SMILES | PL biosyn Enam |
| --- | --- |
| O=P1(NCc2ccco2)C=C(c2ccccc2)OC(c2ccccc2)=C1 | i |
| CCOC(=O)c1c(C)[nH]c(C(=O)CN(CC(=O)c2[nH]c(C)c(C(=O)OCC)c2C)C(C)C2CC3CCC2C3)c1C (stereo not drawn) | i |
| COc1ccc2nc(C)cc(Oc3ccc(Br)cc3)c2c1 | i |
| CC(C)N(CCNC1CCS(=O)(=O)C1)C(C)C (stereo not drawn) | i |
| Nc1nnc(SCC(=O)c2ccco2)s1 | i |
| Clc1ccc2nc(CSc3nnc(-c4ccccc4)c(-c4ccccc4)n3)cn2c1 | i |

Structural class: the entries above containing a carbonyl joined to an NH by a bond outside any ring.
| SMILES | PL biosyn Enam |
| --- | --- |
| Nc1nc(SCC(=O)NCc2ccco2)n[nH]1 | i |
| CC1CC1C(=O)Nc1sc2c(c1C(=O)O)CCC2 (stereo not drawn) | i |
| CC(NC(=O)c1ccco1)C(=O)Nc1nncs1 (stereo not drawn) | i |
| O=C(CN1CSCC1=O)Nc1nnc(C2CC2)s1 | i |
| CCCCCC(C)NC(=O)C(NC(=O)c1ccco1)C(C)C (stereo not drawn) | i |
| CC(NC(=O)COC(=O)C1CC1)C12CC3CC(CC(C3)C1)C2 (stereo not drawn) | i |
| O=C(Nc1ccc2c(c1)OCO2)C1=CN2CCS(=O)(=O)N=C2C=C1 | i |
| CC(C)(C)NC(=O)NC(=O)COC(=O)Cn1cc(I)c(=O)c(I)c1 | i |
| NC(=O)NC(=O)CSC1CCCC1 | i |
| O=C(NCN1CCN(CCO)CC1)c1cnccn1 | i |
| CCN(CC)S(=O)(=O)c1ccc(=O)n(CC(=O)Nc2nnc(C3CC3)s2)c1 | i |
| O=C(O)/C=C/C(=O)NCCC1=CCCCC1 | i |
| C=CCNC(=O)/C=C/c1cccs1 | i |
| Cc1nn(C)c(C)c1C(=O)C(N)=O | i |

Only part of the results is shown; count on the stated rates, not on these rows.
